Bioassay records deposited in PubChem by several laboratories.
Vc quorum ag – inducers of Vibrio cholerae quorum light production without autoinducers, primary screen, BH1578 luxS cqsA deficient, single point. V. cholerae BH1578 lux reporter, luminescence, 6 h. activation, % at 18.7 µM. actives 0.16% (n = 350,000). AID 588436, 2011; in the data active = activation mostly above about 9.7%, no sharp cut-off; also: not every result past the cut was called active; inactives centre near 0; reference of the scale not given here
FadD28 FP inh – inhibitors of FadD28 bisubstrate probe binding, primary screen, biochemical, fluorescence polarization, single point. Mycobacterium tuberculosis FadD28 fatty-acid-AMP ligase. inhibition, % at 12.5 µM. actives 0.22% (n = 360,000); in the data active = inhibition above about 8.5%, passing the limit was not always enough
GDH-TPI inh – GDH-TPI coupling enzyme inhibitors, primary screen, artefact control for M. tuberculosis FBA inhibitor project, biochemical, absorbance, full deck; GDH-TPI coupled enzyme counterscreen, NADH absorbance; inhibition, % at 4.8 µM; actives 1.2% (n = 360,000); AID 588335, 2011; in the data active = inhibition above about 30%;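 also: 0% = DMSO wells and 100% = wells lacking the enzyme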
PfHsp40 yeast – rescue of yeast from PfHsp40 toxicity, primary screen, S. cerevisiae, ATP luminescence | growth rescue, % at 12.5 µM | S. cerevisiae expressing PfHsp40, growth rescue | actives 0.68% (n = 340,000); in the data active = growth rescue above about 28%, passing the limit was not always enough;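 also: yeast W303a lacking pdr1 and pdr3 grown in galactose medium; growth measured after three days at 30 °C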
UGM FP inh – M. tuberculosis UGM enzyme inhibitors, primary screen, biochemical, fluorescence polarization, single point. UDP-galactopyranose mutase (Mycobacterium tuberculosis (strain ATCC 25618 / H37Rv)), …. purified UGM, fluorescence polarization probe displacement. inhibition, % at 10 µM. actives 0.06% (n = 320,000). AID 504406, 2011; in the data active = inhibition above about 10%, passing the limit was not always enough
FBA Mtb inh – Mtb FBA enzyme inhibitors, primary screen, biochemical, fluorescence, strain H37Rv; actives 2.3% (n = 360,000); purified M. tuberculosis FBA, fluorescence read-out; inhibition, % at 1 µM; in the data active = inhibition above about 27%;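 also: 0% = vehicle and 100% = reference inhibitor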
Y pestis TopoI – Yersinia pestis topoisomerase I inhibitors, primary screen, biochemical, cleavage product accumulation, plate reader, single point; Y. pestis Topo-I cleavage product accumulation; activity, % at 10 µM; actives 0.064% (n = 360,000); DNA topoisomerase I (Yersinia pestis CO92); in the data active = activity above about 50%, passing the limit was not always enough; also: inactives centre near 2
TcdB inh – TcdB glycohydrolase inhibitors, primary screen, biochemical, single point, plate reader. AID 652162, 2013. TcdB glycohydrolase enzymatic assay. actives 0.24% (n = 350,000). inhibition, % at 9.99 µM. Toxin B (Clostridioides difficile), P18177; in the data active = inhibition above about 10%
Target sequence (P18177 whole entry, looked up): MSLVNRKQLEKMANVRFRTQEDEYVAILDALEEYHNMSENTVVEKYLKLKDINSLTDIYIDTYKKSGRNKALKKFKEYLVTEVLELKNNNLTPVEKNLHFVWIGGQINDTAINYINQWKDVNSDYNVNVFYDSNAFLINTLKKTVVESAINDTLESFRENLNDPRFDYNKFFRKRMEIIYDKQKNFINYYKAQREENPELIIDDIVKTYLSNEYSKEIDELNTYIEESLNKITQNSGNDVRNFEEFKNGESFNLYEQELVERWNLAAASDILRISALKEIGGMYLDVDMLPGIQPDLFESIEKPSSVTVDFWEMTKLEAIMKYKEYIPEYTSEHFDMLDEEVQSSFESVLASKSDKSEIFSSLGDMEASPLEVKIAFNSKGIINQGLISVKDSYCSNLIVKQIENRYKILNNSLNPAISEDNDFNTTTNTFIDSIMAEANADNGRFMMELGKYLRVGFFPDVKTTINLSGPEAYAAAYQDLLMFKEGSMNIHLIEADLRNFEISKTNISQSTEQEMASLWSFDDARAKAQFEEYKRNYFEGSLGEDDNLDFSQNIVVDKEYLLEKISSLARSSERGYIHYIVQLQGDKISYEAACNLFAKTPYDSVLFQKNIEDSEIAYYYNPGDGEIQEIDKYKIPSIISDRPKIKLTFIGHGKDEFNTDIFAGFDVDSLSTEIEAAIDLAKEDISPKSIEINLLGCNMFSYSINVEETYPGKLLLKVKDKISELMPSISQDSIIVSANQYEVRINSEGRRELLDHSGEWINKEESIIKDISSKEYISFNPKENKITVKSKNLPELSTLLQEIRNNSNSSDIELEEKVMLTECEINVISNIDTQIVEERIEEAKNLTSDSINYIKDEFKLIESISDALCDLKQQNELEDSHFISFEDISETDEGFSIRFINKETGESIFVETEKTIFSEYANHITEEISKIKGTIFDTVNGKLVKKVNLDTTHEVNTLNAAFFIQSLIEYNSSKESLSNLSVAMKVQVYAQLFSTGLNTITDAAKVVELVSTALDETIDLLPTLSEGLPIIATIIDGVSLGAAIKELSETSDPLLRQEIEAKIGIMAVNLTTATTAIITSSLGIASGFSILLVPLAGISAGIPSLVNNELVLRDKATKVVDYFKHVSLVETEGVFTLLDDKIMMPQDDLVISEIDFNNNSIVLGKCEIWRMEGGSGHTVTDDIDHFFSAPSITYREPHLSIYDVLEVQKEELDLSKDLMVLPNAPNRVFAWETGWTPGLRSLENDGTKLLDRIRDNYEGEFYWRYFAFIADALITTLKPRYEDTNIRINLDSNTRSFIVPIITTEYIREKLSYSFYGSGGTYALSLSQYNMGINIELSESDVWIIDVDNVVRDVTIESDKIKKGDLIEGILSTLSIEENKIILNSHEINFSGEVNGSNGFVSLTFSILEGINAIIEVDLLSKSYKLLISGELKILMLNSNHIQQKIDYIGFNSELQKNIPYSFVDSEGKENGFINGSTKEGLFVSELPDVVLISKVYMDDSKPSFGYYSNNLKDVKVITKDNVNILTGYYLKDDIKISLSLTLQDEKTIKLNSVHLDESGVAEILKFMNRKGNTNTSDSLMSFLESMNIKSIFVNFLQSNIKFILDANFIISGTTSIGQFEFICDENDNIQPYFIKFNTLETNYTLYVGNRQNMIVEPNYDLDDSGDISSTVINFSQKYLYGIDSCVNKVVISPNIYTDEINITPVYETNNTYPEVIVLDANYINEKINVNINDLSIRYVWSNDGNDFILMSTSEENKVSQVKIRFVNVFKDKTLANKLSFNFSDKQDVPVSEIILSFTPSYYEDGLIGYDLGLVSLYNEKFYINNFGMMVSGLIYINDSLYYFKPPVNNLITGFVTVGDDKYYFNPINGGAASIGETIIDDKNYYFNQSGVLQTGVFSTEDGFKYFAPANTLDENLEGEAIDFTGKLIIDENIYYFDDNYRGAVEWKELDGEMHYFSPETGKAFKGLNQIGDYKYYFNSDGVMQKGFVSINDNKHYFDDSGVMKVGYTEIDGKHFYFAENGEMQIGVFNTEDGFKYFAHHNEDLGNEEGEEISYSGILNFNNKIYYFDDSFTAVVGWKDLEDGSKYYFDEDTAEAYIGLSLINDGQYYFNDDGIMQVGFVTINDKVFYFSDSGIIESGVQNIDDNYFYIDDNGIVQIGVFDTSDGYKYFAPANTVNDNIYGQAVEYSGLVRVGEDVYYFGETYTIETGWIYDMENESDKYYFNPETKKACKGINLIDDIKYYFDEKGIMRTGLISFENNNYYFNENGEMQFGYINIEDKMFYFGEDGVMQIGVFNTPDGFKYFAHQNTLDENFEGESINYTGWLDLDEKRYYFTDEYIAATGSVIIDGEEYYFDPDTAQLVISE
BioA inh – M. tuberculosis BioA enzyme inhibitors, primary screen, biochemical, plate reader, single point, HTS. 7,8-diaminopelargonic acid synthase BioA (Mycobacterium tuberculosis). purified M. tuberculosis BioA enzyme. inhibition, % at 9.99 µM. actives 0.096% (n = 360,000). AID 602481, 2012; in the data active = inhibition above about 40%
* = called active by the depositor; i = inactive; . = not tested or not shown.

molecule	Vc quorum ag	FadD28 FP inh	GDH-TPI inh	PfHsp40 yeast	UGM FP inh	FBA Mtb inh	Y pestis TopoI	TcdB inh	BioA inh
Cc1cc(C(=O)CCC(=O)NCC2COc3ccccc3O2)c(C)s1 (stereo not drawn)	-2.3	-1.5	3	0.7	-0.7	3	22	1.8	5.1
Cc1cccc(N(CC(=O)NCc2ccco2)S(=O)(=O)c2ccccc2)c1	-0.5	-3.9	-1	.	.	-3	7	1.0	-0.5
O=C(CSc1nnc(C2CC2)n1Cc1ccccc1)N1CCNC1=O	i	-2.9	2	-1.0	0.9	-3	2	1.8	.
Cc1ccc2nc3n(c(=O)c2c1)CCC3	-0.5	-3.4	-6	-1.5	0.5	0	5	-4.2	-0.9
COc1ccc2c(CC(=O)Nc3ccccc3N3CCOCC3)coc2c1	-0.5	-3.7	2	3.8	0.5	-3	14	1.4	-0.9
COc1ccc(/C=C/C(=O)NCc2ccc3c(c2)OCO3)cc1OC	-0.5	-0.6	14	0.1	-0.6	7	15	3.1	.
CC(C)c1cc(C(=O)N2CCCC(N3CCN(c4ccc(F)cc4)CC3)C2)n(C)n1 (stereo not drawn)	-0.4	-3.5	-4	-1.3	.	0	1	1.0	-2.1
Nc1cc(=O)[nH]c2nnc(SCC(=O)Nc3cccc4ccccc34)n12	-0.2	1.1	-10	-1.0	1.3	1	-8	0.6	-1.8
O=S(=O)(NN=C1CCCCCC1)c1ccccc1	i	1.1	-5	-0.5	-1.7	5	4	-1.9	-1.3
O=C(CN1CCN(Cc2ccc(F)cc2Cl)C1=O)NCCc1ccccc1	-0.3	-0.9	4	0.4	1.9	0	10	0.5	1.5

Whole records as entered above:
`CC(C)c1cc(C(=O)N2CCCC(N3CCN(c4ccc(F)cc4)CC3)C2)n(C)n1` (stereo not drawn) is listed as Vc quorum ag: -0.4; FadD28 FP inh: -3.5; GDH-TPI inh: -4; PfHsp40 yeast: -1.3; UGM FP inh: .; FBA Mtb inh: 0; Y pestis TopoI: 1; TcdB inh: 1.0; BioA inh: -2.1
`Cc1cccc(N(CC(=O)NCc2ccco2)S(=O)(=O)c2ccccc2)c1` is listed as Vc quorum ag: -0.5; FadD28 FP inh: -3.9; GDH-TPI inh: -1; PfHsp40 yeast: .; UGM FP inh: .; FBA Mtb inh: -3; Y pestis TopoI: 7; TcdB inh: 1.0; BioA inh: -0.5

(continued)
molecule	Vc quorum ag	FadD28 FP inh	GDH-TPI inh	PfHsp40 yeast	UGM FP inh	FBA Mtb inh	Y pestis TopoI	TcdB inh	BioA inh
CC(=O)c1c(O)c2ccccc2n(C2CCCCC2)c1=O	i	-3.8	2	-3.7	-0.6	-1	-10	3.1	-0.3
COc1ccc(OC)c(NC(=O)c2cc(S(=O)(=O)N3CCCCC3)c[nH]2)c1	0.0	-1.1	12	0.3	-1.1	1	9	.	-0.9
COc1cccc(S(=O)(=O)NCc2ccc(C(=O)NCc3ccccn3)cc2)c1	i	-4.4	11	-1.8	-1.0	1	16	-0.4	1.9
CC(=O)c1c(C)[nH]c(C(=O)CSc2nnc(-c3ccco3)o2)c1C	-1.0	-0.6	5	0.7	-1.1	1	10	-0.1	.
Cc1[nH]c2ccccc2c1C(=O)C(=O)N1CC(C)OC(C)C1 (stereo not drawn)	i	1.1	7	0.7	-3.5	-2	12	-4.2	-0.3
Cc1ccc(C)c(N)c1	-0.3	-3.6	2	-0.4	0.8	-1	1	-1.2	-0.3
CCOCCSc1nc2c(c(-c3cccs3)c1C#N)CC/C2=C/c1cccs1	-0.3	-3.0	3	0.1	0.4	-1	-6	.	.
Cc1cc2c(SCC(=O)NCC3CCCO3)ncnc2s1 (stereo not drawn)	-0.2	.	6	0.3	.	3	-8	0.1	-5.4
CCCCn1c(N)c(N(CC(C)C)C(=O)CSCC(=O)Nc2ccc(C)cc2)c(=O)[nH]c1=O	i	-3.0	-3	0.4	3.4	-2	12	-0.1	-0.9
CCOc1ccc(NCC2CCOC(C)(C)C2)cc1 (stereo not drawn)	i	-4.1	1	-1.0	-0.1	0	-12	.	-2.6

Later entries
molecule	Vc quorum ag	FadD28 FP inh	GDH-TPI inh	PfHsp40 yeast	UGM FP inh	FBA Mtb inh	Y pestis TopoI	TcdB inh	BioA inh
Cc1ccc2c(-c3ccc([N+](=O)[O-])cc3)cc(=O)[nH]c2c1	-0.5	-4.7	0	-0.3	2.9	6	-3	0.7	.
CCOc1ccc(C(=O)Nc2nnc(S(=O)(=O)N3CCCCC3)s2)cc1	i	-1.7	4	-0.1	-1.0	0	3	2.1	-1.4
COc1ccc(Nc2n[nH]c(N)c2C(N)=O)cc1	0.2	0.2	10	-0.6	-2.8	0	-16	2.2	.
COc1ccc(NC(=O)NS(=O)(=O)c2ccc(C)cc2)cn1	-5.6	-0.2	17	-0.7	67*	5	-1	1.6	-83
O=C(NCc1ccccc1)c1onc(CSc2ccccn2)c1C(=O)NCc1ccccc1	-0.6	-0.6	10	3.7	-0.8	2	41	-0.7	-0.3
COc1ccc(NC(=O)CCN2C(=O)C3C4C=CC(C4)C3C2=O)cc1 (stereo not drawn)	-0.5	-0.6	-1	-0.3	-1.2	0	11	3.7	-1.8
COC(=O)c1sccc1NC(=O)Cn1cnc2c1c(=O)n(C)c(=O)n2C	.	-0.1	-1	0.2	-3.3	1	-2	.	2.5
CCN(CCCNC(=O)C1CCC(=O)N1Cc1ccc(F)cc1)c1cccc(C)c1 (stereo not drawn)	.	-2.5	-1	-0.3	-1.2	-2	25	1.6	-0.1
NC(=O)c1cc([N+](=O)[O-])c(Cl)cc1NCc1ccccn1	-0.4	0.4	12	1.7	0.5	-2	3	1.2	2.9
C=CCc1ccc(OCC(O)CN2CCN(Cc3ccccc3)CC2)c(OC)c1 (stereo not drawn)	-6.7	-0.8	4	-0.7	-1.3	6	19	0.1	-1.0

New compounds follow
molecule	Vc quorum ag	FadD28 FP inh	GDH-TPI inh	PfHsp40 yeast	UGM FP inh	FBA Mtb inh	Y pestis TopoI	TcdB inh	BioA inh
CCCN(CC(=O)Nc1ccccc1OC)C(=O)CN1C(=O)NC2(CCCCC2)C1=O	i	0.0	3	13	-2.9	3	-4	-0.6	-1.4
O=C(Cc1ccc(NC(=O)C2CCCN(C(=O)C3CCCC3)C2)cc1)Nc1ccc(C(=O)N2CCOCC2)cc1 (stereo not drawn)	i	-0.5	14	0.2	.	1	21	1.3	0.1
Cc1cccc(-c2noc(-c3ccccc3C(=O)NCc3ccco3)n2)c1	-0.7	-1.0	3	4.3	-0.4	-2	12	-0.6	-0.3
O=C(CNc1cccc2ccccc12)N/N=C/c1ccc([N+](=O)[O-])cc1	0.8	-4.9	8	1.0	-0.3	0	-36	-0.3	-0.6
O=C(O/N=C1\CCCCC1c1ccc([N+](=O)[O-])cc1[N+](=O)[O-])c1c(F)cccc1F (stereo not drawn)	-0.4	1.8	25	-0.4	-3.5	0	5	.	-0.5
Cc1ccc2oc(C(=O)N(C)Cc3ccon3)c(C)c2c1	-0.4	-2.7	4	-0.5	2.1	3	-3	-5.5	1.3
CCN1CCN(C2=C(NS(=O)(=O)c3ccccc3)C(=O)c3ccccc3C2=O)CC1	0.1	0.1	13	0.3	-1.5	4	-12	2.0	1.7
COC(=O)CCc1cccc(CCC(=O)OC)c1	i	-2.9	-6	-1.1	-2.2	-1	-2	-4.8	-0.9
Cn1c(=O)n(C)c2cc([N+](=O)[O-])c(N3CCN(S(=O)(=O)c4ccc(C(C)(C)C)cc4)CC3)cc21	-6.2	-0.9	4	0.1	-0.2	17	24	.	.
COC(=O)c1c(C(=O)OC)c(-c2ccc(Br)cc2)n2c1CS(=O)C2 (stereo not drawn)	-1.5	-2.4	12	-1.3	-2.2	4	-2	0.8	25

By substructure, the entries above with a Cl atom.
molecule	Vc quorum ag	FadD28 FP inh	GDH-TPI inh	PfHsp40 yeast	UGM FP inh	FBA Mtb inh	Y pestis TopoI	TcdB inh	BioA inh
O=C(CN1CCN(Cc2ccc(F)cc2Cl)C1=O)NCCc1ccccc1	-0.3	-0.9	4	0.4	1.9	0	10	0.5	1.5
NC(=O)c1cc([N+](=O)[O-])c(Cl)cc1NCc1ccccn1	-0.4	0.4	12	1.7	0.5	-2	3	1.2	2.9

Continued.
molecule	Vc quorum ag	FadD28 FP inh	GDH-TPI inh	PfHsp40 yeast	UGM FP inh	FBA Mtb inh	Y pestis TopoI	TcdB inh	BioA inh
CCOc1ccc(N(CC(=O)NC2CCCC2)C(=O)CCC(=O)Nc2nccs2)cc1	-1.6	-3.2	7	0.0	-1.9	2	7	-0.1	-1.0
COc1ccc(OC)c(CN2CCC(C(=O)N3CCOCC3)CC2)c1	3.8	-2.3	5	-0.6	1.1	2	-2	-0.5	0.5
CN(C(=O)CSc1nnc2n1CCCCC2)C1(C#N)CCCCC1	i	1.2	5	0.6	1.1	1	-2	-0.7	-0.9
COc1ccc2c(C(F)(F)F)cc(=O)oc2c1C	3.9	-1.7	-7	1.4	-4.8	-2	-7	.	0.2
CCOC(=O)C1=C(C)NC2=C(C(=O)c3ccccc32)C1c1cccc2ccccc12 (stereo not drawn)	-0.5	-4.0	1	1.2	1.5	1	3	0.2	0.0
Cc1ccc(-c2nc3ccccc3n3nnnc23)cc1	-5.3	-0.8	12	-1.9	.	3	-6	.	-0.4
O=C1C2CCCN2C(=O)N1CCCN1CCN(c2ccc([N+](=O)[O-])cc2)CC1 (stereo not drawn)	-0.8	-1.8	16	-0.2	-2.8	-6	2	0.7	-0.3
Cc1c(CCO)sc[n+]1CC(=O)OC12CC3CC(CC(C3)C1)C2	i	-1.9	-4	-0.4	0.4	1	-1	-0.7	-0.7
CC(Sc1nnc(CN2CCCC2)n1Cc1ccccc1)C(=O)Nc1ccc(F)cc1 (stereo not drawn)	i	-0.9	1	-1.3	1.4	1	33	0.4	0.5
COc1cccc(/C=C/C(=O)c2ccc3c(c2)OCO3)c1OC	-5.5	-1.8	17	1.2	0.1	3	9	-5.7	-1.2

(continued)
molecule	Vc quorum ag	FadD28 FP inh	GDH-TPI inh	PfHsp40 yeast	UGM FP inh	FBA Mtb inh	Y pestis TopoI	TcdB inh	BioA inh
CCOc1ccc(NC(=O)CN(C)C(=O)c2ccccc2Cc2ccccc2)cc1OCC	1.8	-2.0	-2	3.3	2.9	0	16	1.2	-0.2
O=Cc1cccn1-c1c(C(=O)O)cnn1-c1ccccc1	-0.9	-3.3	-9	-0.5	-3.0	3	0	1.4	-1.2
Cc1cc(NC(=O)CN2C(=O)NC3(CCCCC3C)C2=O)no1 (stereo not drawn)	-0.3	-2.7	-4	-0.5	1.3	3	0	.	.
Oc1ccccc1CNCC12CC3CC(CC(C3)C1)C2	i	.	15	-2.1	-0.6	2	-6	-0.9	-0.8
CCOC(=O)c1cnc(SCCc2ccccc2)nc1N	-0.4	-0.2	3	1.5	-0.7	-4	34	.	0.4
CCc1ccc(/C=C\C(=O)N2CCCC2)cc1	-0.3	-2.7	3	0.4	1.6	-1	-3	0.5	-0.6
COc1ccc(CC(=O)OCC(=O)c2c[nH]c3ccccc23)cc1	i	-3.3	-2	2.5	0.9	-2	-9	5.0	-0.2
